NR2E3 ag-1 – agonists of human nuclear receptor NR2E3 | inhibition of corepressor binding, % at 4.78 µM | 320,000 tested, 0.12% active | GST-NR2E3/biotin-RetCOR TR-FRET, 1536-well | Q9Y5X4 | AID 2300;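 active = percent inhibition above the cutoff of mean plus 3 SD of all tested compounds, set per screening campaign, cut at about 20% in these data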;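 also: 0% = DMSO wells and 100% = biotin wells as full block of FRET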
Target sequence (Q9Y5X4 whole entry, looked up): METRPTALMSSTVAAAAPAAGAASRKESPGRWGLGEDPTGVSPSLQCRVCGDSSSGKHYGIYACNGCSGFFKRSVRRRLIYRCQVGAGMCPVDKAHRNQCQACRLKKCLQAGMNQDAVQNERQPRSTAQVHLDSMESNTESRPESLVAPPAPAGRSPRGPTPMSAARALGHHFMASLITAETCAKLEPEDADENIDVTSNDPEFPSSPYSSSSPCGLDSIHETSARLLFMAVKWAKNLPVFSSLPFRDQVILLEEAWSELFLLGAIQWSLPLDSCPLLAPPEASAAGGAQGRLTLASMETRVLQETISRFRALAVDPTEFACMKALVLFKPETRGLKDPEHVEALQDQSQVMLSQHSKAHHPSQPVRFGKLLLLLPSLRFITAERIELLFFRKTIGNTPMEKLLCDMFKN
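System: GST-tagged NR2E3 plus biotinylated RetCOR corepressor; Amount: 1.35 nM GST-tagged NR2E3 final; Dosing: single nominal compound dose of 4.8 µM; Schedule: 5 h incubation at 4 °C; Technique: TR-FRET with europium anti-GST and streptavidin-D2, 340 nm excitation; Controls: biotin wells as high control, 0.6% DMSO wells as low control.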
Peg3 promoter – reduces Peg3 promoter-driven luciferase expression in HeLa | HeLa PEG-Prom luciferase reporter, luminescence, overnight | inhibition, % at 20 µM | 360,000 tested, 1.7% active | AID 588405;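 active = inhibition of at least 50% at 20 µM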
Vif imaging – HIV Vif inhibition; HEK293T cells, Vif self-association by quenched fluorescence, imaging, 24 h; inhibition, % at 7.49 µM; 340,000 tested, 0.35% active; in the data active = inhibition above about 50%, passing the limit was not always enough; also: some results filed as inactive read as strong as hits
HIF-2a inh – HIF-2a inhibition | 786-0 RCC cells HIF-2a reporter, luciferase luminescence, overnight | inhibition, % at 18.8 µM | 360,000 tested, 0.72% active;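 active = inhibition of the luminescence signal of 40% or more relative to plate controls, in a single-dose primary screen at 18.75 µM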
CaV13 FRET inh – Disruptors of the CACNA1D IQ motif to Ca2+-dependent inactivation inhibitor domain association, primary screening, Förster resonance energy transfer in intact living … | HEK cells, CFP/YFP FRET ICDI-IQ, plate reader, 10 min; percent FRET-ratio fall versus neutral wells | inhibition, % at 12.3 µM | 340,000 tested, 0.098% active;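 active = mean replicate inhibition of at least 30% and at least 1% of replicates passing that level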;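 also: 0% = median of the neutral control wells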
NR2E3 ag-2 – activates human NR2E3 receptor | CHO-S Gal4-NCOR/VP16-NR2E3 two-hybrid, luciferase | inhibition of corepressor binding, % at 3.98 µM | 360,000 tested, 0.35% active | AID 602229;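 active = inhibition above the mean of all tested compounds plus 3 SD, cut at about 70% in these data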;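 also: 0% = DMSO with NR2E3 transfected cells and 100% = cells lacking NR2E3 construct; higher means lower luciferase signal from less NR2E3 corepressor binding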
PDI inh – PDI (human) enzyme inhibition. P07237. PDI insulin aggregation turbidity, A650, 90 min. inhibition, % at 10 µM. 350,000 tested, 0.052% active. AID 588391;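 active = mean inhibition across replicates of 30% or more, whatever share of single replicates reach that level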;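 also: absorbance from insulin aggregation driven by PDI reduction with DTT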
Target sequence (P07237 whole entry, looked up): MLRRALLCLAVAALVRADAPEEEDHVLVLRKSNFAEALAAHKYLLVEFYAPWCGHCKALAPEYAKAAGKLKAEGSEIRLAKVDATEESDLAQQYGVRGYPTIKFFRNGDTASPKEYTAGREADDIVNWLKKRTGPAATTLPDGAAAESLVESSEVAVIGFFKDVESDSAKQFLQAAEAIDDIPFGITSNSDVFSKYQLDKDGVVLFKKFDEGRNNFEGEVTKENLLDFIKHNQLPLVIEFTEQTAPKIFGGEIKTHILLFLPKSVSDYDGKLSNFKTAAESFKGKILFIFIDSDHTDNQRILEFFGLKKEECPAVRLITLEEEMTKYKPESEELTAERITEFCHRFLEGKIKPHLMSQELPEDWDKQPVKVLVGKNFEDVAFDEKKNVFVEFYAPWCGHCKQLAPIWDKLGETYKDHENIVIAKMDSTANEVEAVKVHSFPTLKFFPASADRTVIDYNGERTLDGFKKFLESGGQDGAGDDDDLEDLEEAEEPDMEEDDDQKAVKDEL
Granule exo inh – blocks lytic granule exocytosis; TALL-104 LAMP-1 surface exposure, flow cytometry; cells stimulated with thapsigargin and PMA; inhibition, % at 10 µM; 360,000 tested, 0.66% active;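 active = inhibition above about 55%, limit read from the data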
TRPM1 prom inh – reduces MITF-dependent TRPM1 promoter luciferase signal; SK-MEL-5 TRPM1 promoter luciferase, 24 h; 330,000 tested, 0.83% active; inhibition, % at 12.5 µM;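 active = mean inhibition across replicates of 60% or more, whatever share of single replicates reaches that level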; also: values of inactives mirror those of a sister screen read the other way
iPSC survival up – increases survival of single human iPS cells. 360,000 tested, 0.044% active. hiPSC single-cell survival, ATPlite luminescence; 100% = ROCK inhibitor wells, 0% = DMSO. AID 602274. survival enhancement, % at 20 µM; in the data active = survival enhancement above about 18%;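 also: cells exposed to compounds for 16 hours before the ATP read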
aDG glyco act – increases alpha dystroglycan glycosylation; Pro5-aDG cells, alpha-DG glycosylation AlphaScreen (IIH6); 0% Pro5, 100% B10-LARGE cell signal; activation, % at 10 µM; 360,000 tested, 0.22% active; AID 624168;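 active = activation of at least 8% versus controls, or a plate z-score of at least 8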;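 also: Pro5 are CHO cells carrying HIG-tagged alpha-DG that lacks glycosylation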
* = called active by the depositor; / = no result given. Rows were taken by chance, and some 3.5% of all compounds hit somewhere here.

Second line of a record – iPSC survival up, CaV13 FRET inh, Granule exo inh, HIF-2a inh, NR2E3 ag-2, Vif imaging, Peg3 promoter, TRPM1 prom inh, NR2E3 ag-1, aDG glyco act, PDI inh
- CCOc1ccc(NC(=O)N(CCC(C)C)C(C)c2ccco2)cc1 (configuration not stated)
  -2.7, -5.8, 10.0, 3.1, 9.4, -6.0, -0.5, 4.3, -2.8, 0.7, 1.8
- CN(CC(=O)Nc1cccc(S(=O)(=O)N2CCCC2)c1)CC(=O)Nc1ccc(Cl)c(C(F)(F)F)c1
  -0.2, -5.7, 13.6, -14.8, 11.0, -17.4, 26.7, 30.8, -2.0, 0.4, -4.2
- COc1ccc(CNc2nc3nc(C)cc(C)n3n2)cc1OC
  0.7, -3.8, -3.7, -1.9, -20.7, -2.4, 26.5, 0.6, -0.1, 0.3, 0.4
- O=C(c1ccoc1)N1CCC2(CCCN(Cc3ccc(F)c(F)c3)C2)C1 (configuration not stated)
  -0.5, -5.7, -0.7, -12.6, 21.8, -0.7, -25.4, 3.8, /, 2.1, 10.4
- CC(=O)Nc1ccc(NC(=O)C2CC(=O)N=C(N)S2)cc1 (configuration not stated)
  6.2, /, 0.7, 8.9, 12.4, 3.8, 8.1, -4.6, -1.6, -0.1, 12.6
- CCOc1ccc(-n2cc(-c3ccccc3)c3c(=O)[nH]cnc32)cc1
  0.5, -4.4, -1.1, 16.0, -18.8, -5.7, -0.3, -6.5, 0.7, 0.0, 0.0
- CCN(Cc1ccccc1)Cc1cc(OC)cc(OC)c1
  -1.3, -5.3, 0.9, 15.7, -43.1, -0.9, 16.0, 4.5, 0.5, 0.1, -2.6
- Cc1cccc(C)c1NC(=O)CSCc1cccc(CSCC(=O)Nc2c(C)cccc2C)n1
  -2.0, -4.3, -3.0, 14.9, -20.8, -14.2, 25.7, 2.1, 1.5, 0.6, -5.1
- COc1ccc(-n2cnc3cc(N)ccc32)cc1
  2.7, -7.7, -2.7, -61.5, -33.9, 8.3, -57.4, -15.2, 3.5, 0.1, 1.8
- CCOC(=O)c1c(N)sc2c1CCS(=O)(=O)C2
  1.4, /, -1.1, 11.9, 8.8, -4.2, -3.1, -4.5, 0.5, 0.1, -2.3
- CCN(CC(=O)Nc1ccccc1OC)C(=O)c1ccc(N(C)S(=O)(=O)c2ccc(C)cc2)cc1
  1.3, -5.3, 3.4, 13.4, 27.0, -4.3, 10.3, -4.1, 0.1, -0.1, -3.3
- CC(C)(C)OC(=O)NNC(=O)Nc1ccccc1C(F)(F)F
  0.0, -4.3, 0.7, 14.5, -14.8, -4.0, 4.6, 12.6, 3.2, 0.3, -8.2
- CCN(CC)CC(=O)N(CC(=O)Nc1c(C)cc(C)cc1C)C1CCCCC1
  0.9, -8.2, -0.4, 9.7, 12.4, -6.5, 9.3, 2.6, 5.2, -0.3, -20.9
- COc1ccc(CC(=O)NCCC(C)C)cc1S(=O)(=O)N1CCOCC1
  0.4, 1.2, -4.6, 12.3, -9.9, -0.7, 9.4, 12.7, 0.3, -0.1, 4.4
- Cc1cc(C)cc(NC(=O)C(NCC2CCCO2)c2ccccc2)c1 (configuration not stated)
  -2.8, -2.2, 0.1, 3.5, -19.2, 2.1, 12.3, 4.4, 2.5, 0.8, -9.1
- CC(=C/c1ccccc1)/C=N/n1c(-c2ccco2)n[nH]c1=S
  2.5, -5.1, 0.1, 18.1, 0.4, 3.9, 2.6, 0.5, -0.9, -0.1, 4.5
- c1ccc(CN(CCN2CCOCC2)Cc2ccccc2)cc1
  2.2, -5.6, -2.3, 3.3, -6.1, -0.8, 7.7, -4.6, /, 0.0, 0.8
- FC(F)(F)c1cccc(Cc2noc(CN3C[C@@H]4CCC[C@H]3C4)n2)c1
  -0.9, -5.4, -5.5, 8.4, 11.5, 5.9, 4.8, -12.1, -4.8, 0.0, -2.2
- CC(C)(C)OC(=O)CN1C(=O)NC(Cc2c[nH]c3ccccc23)C1=O (configuration not stated)
  1.1, -3.5, 25.9, 11.5, -9.6, -9.5, 0.9, -5.0, 0.2, 0.1, 1.7
- CN(CC(=O)NCc1ccncc1)S(=O)(=O)c1ccc2ccccc2c1
  5.9, -4.8, 0.0, 7.1, -5.6, 4.5, 15.1, 12.9, -4.0, 1.2, 6.6
- CC(C)(C)c1ccc(C(=O)Nc2ccccc2C(=O)NCCN2CCOCC2)cc1
  -0.2, -15.6, -17.6, -139.1, -4.9, -2.3, -148.4, -26.9, -3.0, -0.3, 2.2
- O=C(c1ccco1)N1CCN(Cc2cccc([N+](=O)[O-])c2)CC1
  0.0, -4.4, -2.5, 9.0, -16.2, -4.2, 8.4, -10.6, -2.0, -0.1, 8.1
- C=CCNC(=O)C1CCN(S(=O)(=O)c2ccccc2)CC1
  0.2, -3.8, 5.7, 21.8, -6.4, 14.5, -1.6, -1.6, 1.2, -0.4, -0.3
- COc1ccc(CCNC(=O)C2CCC(=O)N(CCc3ccc(OC)cc3)C2)cc1 (configuration not stated)
  0.0, -7.3, -0.2, -24.9, -20.5, 2.6, -15.0, 0.5, 0.9, 0.0, -3.0
- Nc1ccc2c(C(F)(F)F)cc(=O)oc2c1
  0.7, -7.0, 1.7, 14.4, -15.0, 18.9, -13.6, -1.1, 5.3, 0.1, 11.4
- Cc1nn(-c2ccccc2)c(C)c1/C=N/n1c(-c2ccccc2Br)n[nH]c1=S
  0.6, -19.5, 9.7, 17.8, 9.9, -1.5, 19.3, 12.6, -1.1, 0.3, 1.3
- CC1CCCCC1NC(=O)C1CCN(S(=O)(=O)N2CCOCC2)CC1 (configuration not stated)
  2.0, -4.7, -2.8, 10.3, -10.1, -3.4, 6.8, 9.2, -0.2, -0.1, 2.8
- O=C(COC(=O)C1CCN(c2ccc(C(F)(F)F)cn2)CC1)c1ccc(F)cc1
  0.9, -15.3, -2.6, -26.0, 11.0, -0.8, -35.5, -7.8, 0.9, 0.0, -5.0
- Nc1nc(Cl)cc(Oc2ccccc2F)n1
  -0.6, -15.1, 7.3, 2.0, -16.1, -2.3, 10.5, 4.8, -2.2, 0.0, 7.6
- CC(=O)Nc1cccc(-c2ccnc3c2CC(C)(C(=O)Nc2cccc(NS(C)(=O)=O)c2)O3)c1 (configuration not stated)
  -2.3, -4.5, 5.3, 14.8, 16.6, -0.9, 17.1, /, /, 0.8, 4.3
- NC(=O)C1(N2CCCCC2)CCN(C(=S)Nc2ccc(F)c(Cl)c2)CC1
  0.0, -1.7, -0.4, 6.6, -3.9, -1.5, 2.3, -2.2, -0.3, -0.1, -4.0
- COc1ccc(NC(=O)C2C3C=CC4(O3)C2C(=O)N(CCCN2CCCCC2)C4C(=O)NC2CCCC(C)C2C)cc1 (configuration not stated)
  -0.2, -2.3, -2.0, 3.3, -2.8, 1.1, -5.0, -1.8, -1.2, -0.1, -3.1
- Cc1cc(NC(=O)COC(=O)C2CCN(S(=O)(=O)c3ccc(Cl)cc3)CC2)no1
  -0.4, -5.1, 2.4, 16.8, 28.8, 3.3, 7.8, -6.7, 1.0, 1.9, -6.0
- COc1ccc(-c2cc3nc(NCc4ccc(N(C)C)cc4)n(C)c(=O)c3s2)cc1OC
  -1.3, -6.6, -11.4, -98.4, -20.1, -33.7, -6.8, /, /, -0.9, -5.1
- O=C(c1ccco1)n1nc(-c2cccnc2)nc1NCc1ccco1
  2.7, -19.8, 1.4, 2.0, -33.2, -4.5, 8.5, -1.0, -0.3, -0.3, 2.1
- N#Cc1c(NC(=O)CSc2nc(N)cc(=O)[nH]2)sc2c1CCCC2
  -0.4, -8.6, -2.5, -1.6, 12.6, -14.4, -14.4, 6.2, 1.8, 0.2, -4.7
- COc1cccc(/C=N/n2c(COc3ccccc3)n[nH]c2=S)c1O
  -0.2, -20.1, 6.8, 13.1, -10.6, -10.7, 8.2, 7.4, 0.2, 0.2, -11.4
- NC(=O)CSc1nnc(-c2cccs2)n1-c1ccccc1
  0.6, -3.8, -6.5, 15.7, 16.8, 2.4, 4.6, -0.8, 1.0, 0.1, 12.6
- O=C1NC[C@H](CCCCN2CCN(Cc3ccccc3)C(=O)C2=O)N(CCc2ccccc2)C1=O
  0.7, -3.2, -7.9, 15.6, -5.5, /, /, /, /, 0.0, /
- COc1ccc(-c2csc3ncnc(N4CCN(C(=O)c5ccco5)CC4)c23)cc1
  -0.4, -5.5, 16.7, 11.0, -19.1, 7.1, 24.4, -5.2, -5.7, -0.1, -2.5
- COC(=O)[C@@H](NCc1ccc(B(O)O)cc1)C(C)C
  2.5, -3.5, -9.9, 3.6, -12.3, -4.3, 11.8, -1.9, /, -0.2, -2.1
- C=CCN(CC=C)S(=O)(=O)c1ncn[nH]1
  0.0, /, 1.0, -0.4, -7.8, 5.2, 7.0, -3.9, 3.8, 0.0, -0.1
- CC1=NN(C(=O)c2ccc(C)cc2)C(O)(C(F)(F)OC(F)(F)F)C1 (configuration not stated)
  -0.6, -2.6, -1.7, -26.8, -24.1, -0.1, -6.1, 0.6, 0.4, 0.1, 2.6
- COc1cccc(/C=N/NC(=O)c2c(C)nc3ccc(Cl)cn23)c1OC
  -0.5, -20.0, -1.8, 20.7, -44.2, -0.1, 0.5, 4.2, 0.5, 0.0, 0.0
- CSc1cccc(NC(=O)c2ccc(CN3CCc4ccccc4C3)cc2)c1
  0.6, -4.9, 10.3, -56.4, -2.8, -1.7, -40.2, 13.9, -2.3, 0.5, -7.3
- CCOC(=O)c1c(C)[nH]c(C)c1C(=O)CSc1nc2ccccc2c(=O)n1-c1ccc(CC)cc1
  0.6, -1.9, 1.2, -10.8, -34.0, -1.4, 44.2, 12.4, -0.2, -0.4, -2.7
- Cc1cc(=O)oc2cc(OCCc3ccccc3)ccc12
  -0.7, -20.4, 39.3, -264.1, -65.0, -3.0, -164.9, -64.0, 0.7, 0.0, -4.8
- CC(=O)Nc1ccc(NC(=O)C(C)OC(=O)C2CC3C=CC2C3)cc1 (configuration not stated)
  5.1, -4.6, -11.6, 15.0, 4.0, -2.3, -0.9, 11.3, 2.3, -0.1, 0.4
- C/C(=N\NC(=O)c1c[nH]c2ccccc12)c1ccco1
  1.2, -7.2, -2.7, -222.6, -36.5, -12.9, -190.4, -21.8, -1.0, -0.1, 2.0
- C[C@@H]1CN([C@@H](C)CO)C(=O)CCCn2nncc2CO[C@@H]1CN(C)S(=O)(=O)c1ccc(Oc2ccccc2)nc1
  0.4, -3.4, -3.4, 13.7, -18.7, 1.3, 5.8, /, /, -0.2, -3.0
- c1ccc(COc2cccc(-c3cc4nc(NCCc5ccncc5)ccn4n3)c2)cc1
  1.6, -5.0, 19.9, -153.8, -15.9, -3.4, 34.4, /, /, 1.3, -5.0
- COc1ccc(CCNC(=O)C/C(C)=N/NC(=O)c2ccc(Cl)cc2Cl)cc1OC
  0.1, -2.7, -0.7, -4.2, -22.8, -0.8, -6.6, -0.2, 0.2, 0.2, 9.9
- COc1ccccc1/C=C1\SC(=S)N(CCC(=O)Nc2nnc(C)s2)C1=O
  2.6, -3.0, -3.3, 8.2, -4.9, -5.8, 27.8, -9.1, 0.3, -0.2, -10.3

From PubChem BioAssay
